Source: PubChem BioAssay
TRPC6 inhibitor – blocks the mouse TRPC6 cation channel | AID 2553 | Q61143 | actives 1.1% (n = 310,000) | HEK293-TRPC6, membrane potential dye, ACh-evoked depolarization; stronger effect = lower value | B-score at 10 µM;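 active = B-score under library mean minus 3 SD, initial fluorescence not abnormally high, positive integrated signal ratio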;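 note: B-score derived from integrated fluorescence ratio over the kinetic read; more negative B-score means stronger inhibition of depolarization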
Target sequence (Q61143 whole entry, looked up): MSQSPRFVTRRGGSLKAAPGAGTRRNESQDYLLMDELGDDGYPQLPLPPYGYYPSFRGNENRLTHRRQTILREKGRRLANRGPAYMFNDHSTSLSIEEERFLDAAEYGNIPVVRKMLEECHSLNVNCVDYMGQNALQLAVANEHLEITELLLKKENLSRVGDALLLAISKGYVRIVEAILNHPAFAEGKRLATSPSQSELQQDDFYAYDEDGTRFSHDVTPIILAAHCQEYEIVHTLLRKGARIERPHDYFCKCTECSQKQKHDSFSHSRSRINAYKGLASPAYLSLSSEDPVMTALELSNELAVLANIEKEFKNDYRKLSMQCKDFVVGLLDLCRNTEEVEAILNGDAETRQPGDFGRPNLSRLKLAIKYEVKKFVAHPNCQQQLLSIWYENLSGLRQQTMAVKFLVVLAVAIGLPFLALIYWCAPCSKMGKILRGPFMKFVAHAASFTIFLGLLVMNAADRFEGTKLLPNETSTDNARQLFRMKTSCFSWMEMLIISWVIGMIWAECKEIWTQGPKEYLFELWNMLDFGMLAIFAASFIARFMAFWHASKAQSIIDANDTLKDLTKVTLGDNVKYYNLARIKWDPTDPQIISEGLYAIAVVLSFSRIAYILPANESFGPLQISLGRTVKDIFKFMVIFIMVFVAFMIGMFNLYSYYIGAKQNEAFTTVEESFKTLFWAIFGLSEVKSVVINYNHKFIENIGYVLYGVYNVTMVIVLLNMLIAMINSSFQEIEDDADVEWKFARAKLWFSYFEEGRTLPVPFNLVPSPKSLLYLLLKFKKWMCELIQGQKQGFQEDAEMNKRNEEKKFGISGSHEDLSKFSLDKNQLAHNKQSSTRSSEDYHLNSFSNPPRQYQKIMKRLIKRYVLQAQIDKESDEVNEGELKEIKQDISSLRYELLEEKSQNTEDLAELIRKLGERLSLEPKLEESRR
MrgX1 antag – human MrgX1 receptor antagonism, primary screen; Q96LB2; MRGX1-HEK293 calcium flux, Fluo-4, BAM8-22 antagonism; stronger effect = lower value; B-score at 10 µM; actives 1.3% (n = 310,000); AID 588676;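 active = calcium-response B-score plate-corrected more than 3 library SD below zero, starting fluorescence within 5 deviations, no agonist response on first addition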;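 note: peak minus trough fluorescence over baseline after final BAM8-22 challenge near maximal dose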
TRPC4 inh – inhibitors of mouse TRPC4 channel; B-score at 10 µM; HEK293 TRPC4beta/mu-opioid, DAMGO-evoked Fluo4 calcium flux; stronger effect = lower value; Q9QUQ5; actives 0.39% (n = 300,000);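 active = B-score over 3 SD under the library average, no early fluorescence shift, positive overall ratio signal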
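Assay system: HEK293 cells with stable TRPC4beta plus mu-opioid receptor expression. Dosing: single dose. Measured by: Fluo4 Ca2+ flux fluorescence. Also added: DAMGO in two steps, submaximal then maximal. Read-out: B score from integrated Fluo4 fluorescence ratio.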
TRPC4 PAM – TRPC4 (mouse) allosteric potentiation; AID 2227; Q9QUQ5; HEK293 TRPC4beta/mu-opioid, DAMGO EC20, Fluo-4 Ca2+ flux; stronger effect = higher value; B-score at 10 µM; actives 0.42% (n = 310,000);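 active = B-score of calcium response area above 5 SD of library B-scores, with initial fluorescence ratio within 5 SD of library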;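 note: B-score of integrated fluorescence ratio over time as area under calcium response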
KLF5 inhibitor – suppresses KLF5 promoter-driven expression; DLD-1 KLF5 promoter-luciferase reporter, luminescence; inhibition, % at 5 µM; actives 0.23% (n = 290,000); AID 1700;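 active = inhibition above a per-plate limit of that plate's mean compound inhibition plus 3 SD, cut at about 60% in these data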;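 note: 0% = DMSO wells and 100% = LY294002 at 200 µM; higher means less KLF5 promoter-driven luciferase light; inactives centre near -14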
TRPC6 act – activates the mouse TRPC6 cation channel | Q61143 | HEK293-TRPC6 membrane potential dye fluorescence; stronger effect = higher value | B-score at 10 µM | actives 0.13% (n = 310,000);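 active = B-score of the integrated fluorescence ratio above library mean plus 3 SD, and starting fluorescence ratio within library mean plus 5 SD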;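 note: higher score means more depolarization so channel activation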
TRPC4 agonist – opens the mouse TRPC4 cation channel | B-score at 10 µM | Q9QUQ5 | HEK293 TRPC4beta/mu-opioid, Fluo4 calcium fluorescence; stronger effect = higher value | actives 0.49% (n = 310,000);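 active = B-score above 5 SD of library B-scores, and initial fluorescence ratio not above library mean plus 5 SD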;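 note: positive B-score marks a calcium rise read as TRPC4 activation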
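Assay system: HEK293 stable line with TRPC4beta plus mu-opioid receptor; schedule: 45 min room-temperature Fluo4 loading, 110 s read; technique: kinetic Fluo4 calcium fluorescence; evaluation: integrated baseline-normalised fluorescence ratio, converted to per-well B score; controls: buffer (low) and maximal DAMGO (high)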
aSyn 5UTR inh – MLPCN primary screen, SNCA 5' untranslated region; alpha-synuclein 5'UTR reporter, inhibitor activity; inhibition, % (tested at 7.5 µM); actives 0.82% (n = 300,000); AID 1813; in the data active = inhibition above about 60%;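 note: H4 neuroglioblastoma cells stably carrying SNCA 5'UTR luciferase fusion; 0% = DMSO wells and 100% = positive control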
HIF act – HIF pathway transcriptional activation. U2OS HRE-luciferase reporter, luminescence; normalized: DMSO 0%, desferrioxamine 100%. activation, % at 7.5 µM (by protocol). actives 0.32% (n = 300,000);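 active = mean activation of at least 10% of the iron chelator positive control signal, with at least half of replicates also reaching 10%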
SKKanGAS inh – inhibitors of SKKanGAS S. pyogenes growth in kanamycin (SK-promoter or general growth effect). BacTiter-Glo, 6 h. inhibition, % at 7.5 µM. actives 1.3% (n = 300,000). AID 1662;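 active = mean replicate score, as percent of positive control median, at least 50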;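 note: strain carries kanamycin resistance gene driven by streptokinase promoter and grows in 40 µg/ml kanamycin; loss of luminescence reflects streptokinase promoter inhibition or plain growth inhibition; 0% = median of DMSO wells and 100% = positive control at its reference dose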
IEC-6 tox – IEC-6 cytotoxicity, counter-screen for KLF5 inhibitors; luminescence viability; inhibition, % at 5 µM; actives 0.78% (n = 290,000); in the data active = inhibition above about 22%;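 note: 0% = plate median of test compound wells and 100% = cytotoxic reference compound wells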
Starred values were filed as active, the others as inactive; i = inactive; · = no result given; & = joins results of further samples; ! = not active in a repeat.

SMILES,TRPC4 inh,IEC-6 tox,TRPC4 agonist,aSyn 5UTR inh,MrgX1 antag,SKKanGAS inh,KLF5 inhibitor,TRPC4 PAM,TRPC6 act,HIF act,TRPC6 inhibitor
COc1ccc(N(C(=O)Cc2cccs2)C(C(=O)NC2CCCCC2)c2cccn2C)cc1 (stereo not drawn),i,5,i,-1,i,7,-2,i,i,-0.1,i
COCCNC(=O)CCc1c(C)nc2c(c(C)nn2-c2ccc(C)c(C)c2)c1C,i,-5,i,-11,i,-4,-14,i,i,-0.9,i
Cc1cc(C(=O)CN2CCC(C)CC2)c(C)n1-c1ccccc1F,i,-1,i,23,i,-1,-16,i,i,-1.2,i
Cc1cc(NCCCN(C)C)n2c(nc3ccccc32)c1C#N,i,-1,i,13,i,3,-43,i,i,0.7,i
COc1ccccc1N1CCN(C(=O)CSc2ncnc3c2cnn3-c2ccc(C)c(C)c2)CC1,i,3,i,-144,i,18,-28,i,i,2.8,i
O=c1cc(CSc2nnc(COc3cccc4ccccc34)o2)c2ccccc2[nH]1,i,7,i,15,i,8,-17,i,i,0.1,i
COc1cc(C(=O)N/C(=C\c2cn(C)c3ccccc23)C(=O)NCCCN2CCOCC2)cc(OC)c1OC,i,2,i,-9,i,3,-2,i,i,0.5,i
COc1cc(C(=O)NCc2ccccn2)ccc1OCc1c(C)noc1C,i,1,i,7,i,4,-30,i,i,-0.2,i
CN1C(=O)NC(NC(=O)c2ccncc2)(C(F)(F)F)C1=O (stereo not drawn),i,0,i,-10,i,9,-7,i,i,-0.4,i
O=C(c1ccccc1)c1ccccc1NC(=O)C1CCCN1Cc1ccccc1 (stereo not drawn),i,-1,i,0,i,-3,-10,i,i,-0.4,i
COc1ccc(C(=O)CCC(=O)Nc2cccc(Cl)c2)cc1,i,9,i,-12,i,-8,-18,18*,i,-0.3,i
Cc1cc(N2C(=O)C(O)=C(C(=O)c3ccco3)C2c2ccc([N+](=O)[O-])cc2)no1 (stereo not drawn),i,-7,i,1,i,11,-32,i,i,-0.2,i

SMILES,TRPC4 inh,IEC-6 tox,TRPC4 agonist,aSyn 5UTR inh,MrgX1 antag,SKKanGAS inh,KLF5 inhibitor,TRPC4 PAM,TRPC6 act,HIF act,TRPC6 inhibitor
O=C(NCCc1ccccc1)C(=O)NN=C1CCCC1,i,-3,i,5,i,6,-14,i,i,-0.5,i
CC(=N\NC(=O)c1ccc([N+](=O)[O-])cc1)/C(=N/O)C(=O)Nc1ccccc1,i,-1,i,30,i,2,-14,i,i,0.3,i
CN(C[C@H](Cc1ccccc1)N(C[C@@H](Cc1cccc2ccccc12)N(CCc1ccccc1)N=O)N=O)N=O,i,-9,i,11,i,3,-9,i,i,0.4,i
CCCCCCCCCCCCCCCCn1cc[n+](C)c1,i,35*,i,141*,-7.3*!,114*,8&37,i,i,-5.2&0.5,i
CCOc1ccc(CN2CCN(Cc3cnc(-c4ccccc4)s3)CC2CCO)cc1 (stereo not drawn),i,1,i,14,i,1,4,i,i,-0.3,i
Cc1ccc(N2CC(C(=O)Nc3ccc4c(c3)OCCO4)CC2=O)cc1 (stereo not drawn),i,-4,i,-23,i,-13,-40,i,i,0.0,i
CCc1ccc(NC(=O)CCC(=O)c2ccccc2)cc1,i,-4,i,3,i,0,-10,i,i,-8.4,i
COc1ccc(Br)cc1CNC(=O)C1CCCN(c2nc3ccccc3o2)C1 (stereo not drawn),i,0,i,-1,i,-1,-46,i,i,0.2,i
Clc1ccccc1CN1CCN(/N=C/C=C/c2ccco2)CC1,i,-4,i,-50,i,-2,-18,i,i,1.0,i
NC(N)=NS(=O)(=O)c1ccc(N=C2C(=O)Nc3ccccc32)cc1,i,7,i,8,i,5,-24,i,i,-2.9,i
COc1ccc(C2C(C#N)=C3NC(=O)c4c(sc5c4CCCCC5)N3C3=C2C(=O)CC(C)(C)C3)cc1 (stereo not drawn),i,4,i,16,i,29,-28,i,i,-0.2,i
NC(=O)c1oc2ccccc2c1NC(=O)CS(=O)(=O)c1ccccc1,i,6,i,8,i,-5,-24,i,i,-0.2,i

SMILES,TRPC4 inh,IEC-6 tox,TRPC4 agonist,aSyn 5UTR inh,MrgX1 antag,SKKanGAS inh,KLF5 inhibitor,TRPC4 PAM,TRPC6 act,HIF act,TRPC6 inhibitor
CC[C@H](C)[C@H](NC(N)=O)C(=O)NCCc1ccc(OC)cc1,i,-3,i,-2,i,-6,-16,i,i,0.0,i
O=C(Nc1ccc(F)cc1)NC1CCCCC1,i,4,i,-111,i,-1,-105,i,i,0.4,i
COc1cc(/C=N/n2cnnc2)ccc1OCCSc1ccc(C)cc1,i,-4,i,-78,i,-15,-58,i,i,3.4,i
COc1ccc(OCCNc2cc(N3CCCCC3)ccc2[N+](=O)[O-])cc1,i,2,i,8,i,5,-25,i,i,2.1,i
Nc1c2c(nc3cccc(Cl)c13)N(c1ccccc1)CC2,i,-7,i,-18,i,-6,-27,i,i,-0.8,i
CCOC(=O)C1CCCN(C(=S)Nc2ccc(Nc3ccccc3)cc2)C1 (stereo not drawn),i,4,i,-53,i,-9,-92,i,i,0.1,i
CC(c1n[nH]c(=S)n1-c1ccc(F)cc1)N1CCCCC1 (stereo not drawn),i,2,i,0,i,-4,-8,i,i,-0.7,i
Cc1nc2nc[nH]n2c(=O)c1CC(=O)O,i,3,i,9,i,7,-6,i,i,0.1,i
Cc1cc(=O)c2ccc(C(F)(F)F)cc2[nH]1,i,-2,i,12,i,-1,-4,i,i,-0.5,i
CCc1ccc(N2C(=O)CC(Cn3nc(C)cc3C)C2=O)cc1 (stereo not drawn),i,6,i,-25,i,7,3,i,i,4.4,i
Cc1cc(NC(=O)CSc2nnc(-c3ccncc3)n2-c2ccccc2)no1,·,5,i,-9,i,1,-45,i,i,0.3,i
FC(F)(F)c1cccc(NC(=S)N2CCN(c3ccccn3)CC2)c1,i,8,i,-17,i,1,5,i,i,-0.1,i

SMILES,TRPC4 inh,IEC-6 tox,TRPC4 agonist,aSyn 5UTR inh,MrgX1 antag,SKKanGAS inh,KLF5 inhibitor,TRPC4 PAM,TRPC6 act,HIF act,TRPC6 inhibitor
COc1cc(S(=O)(=O)Nc2cccc(C)c2)ccc1NC(=O)c1cccnc1,i,-2,i,30,i,19,-9,i,i,-0.1,i
CCOc1ccc(CCNC(=O)C2CC(=O)N(Cc3ccc(OC)cc3)C2)cc1OCC (stereo not drawn),i,2,i,-10,i,-6,-4,i,i,0.1,i
O=C(NCCCN1CCOCC1)c1cccc(S(=O)(=O)N2CCN(c3ccccc3)CC2)c1,i,·,i,-1,i,-8,·,i,i,0.1,i
O=C(O)C1c2ccccc2C(=O)N(Cc2ccc(F)cc2)C1c1ccncc1 (stereo not drawn),i,5,i,9,i,-3,-29,i,i,-0.2,i
O=C(N/N=C/C=C/c1ccccc1)c1cnccn1,i,-6,i,-4,i,1,-37,i,i,-0.8,i
O=C(NC(=S)NC1CCS(=O)(=O)C1)c1cccs1 (stereo not drawn),i,-6,i,6,i,4,-59,i,i,0.1,i
O=C(Nc1ccc2c(c1)OCO2)N1CCN(c2ccccc2Cl)CC1,i,-1,i,-187,i,0,-112,i,i,1.4,i
COc1cc([N+](=O)[O-])cc(/C=N/NC(=O)c2ccc(C)nc2)c1O,i,2,i,18,i,82*,15,i,i,0.6,i
CCCCc1nc2cc(C(=O)N3CCCC(OCCC)C3)ccc2o1 (stereo not drawn),i,1,i,10,i,-3,-137,i,i,-0.4,i
O=C(OCn1nnc2ccccc2c1=O)c1cn(-c2ccccc2)nc1-c1cccnc1,i,-5,i,-16,i,24,-13,i,i,-0.1,i
C/C(CC(=O)N(C(C)C)C(C)C)=N\NC(=O)COc1ccc(Cl)cc1Cl,-6*,-2,i,-17,i,16,-29,i,i,0.7,i
O=C1c2ccc(-c3nc4ccccc4o3)cc2C(=O)N1Cc1cccnc1,i,2,i,8,i,-11,-5,i,i,0.1,i

SMILES,TRPC4 inh,IEC-6 tox,TRPC4 agonist,aSyn 5UTR inh,MrgX1 antag,SKKanGAS inh,KLF5 inhibitor,TRPC4 PAM,TRPC6 act,HIF act,TRPC6 inhibitor
COC(=O)c1nn(-c2ccc3c(c2)CCN3C(C)=O)cc1O,i,2,i,91*,i,6,75*,i,i,-3.7,i
COCCn1c(C)cc(/C=C2\NC(=S)N(C)C2=O)c1C,i,-2,i,-37,i,-5,-15,i,i,-0.1,i
Cc1c(NC(=O)c2cccc(NS(C)(=O)=O)c2)c(=O)n(-c2ccccc2)n1C,i,-2,i,-2,i,-7,6,i,i,-0.4,i
Cc1ccc(-c2noc(CCC(=O)N(C)c3ccccc3C)n2)cc1,i,-9,i,7,i,-2,-29,i,i,-1.5,i
CCC(CC)c1nnc(NC(=O)CSCC(=O)Nc2cc(C)on2)s1,i,·,i,13,i,-5,·,i,i,0.1,i
Cc1ccc(/C=N/N2CCOCC2)s1,i,-3,i,-101,i,6,-13,i,i,1.3,i
CCN1C(=O)/C(=C\N(C)C)c2ccccc21,i,-8,i,19,i,-1,-5,i,i,-0.2,i
COCCCNC(=O)CN(c1ccc(OC)cc1)S(=O)(=O)c1ccc(NC(C)=O)cc1,i,-1,i,-2,i,-4,-8,i,i,0.3,i
COCCNC(=O)CNS(=O)(=O)c1ccc2nc(C)sc2c1,·,-1,i,2,i,-3,9,i,i,0.2,i
CCc1c(C#N)c(N)nc(SCC(=O)OCc2ccccc2)c1C#N,i,7,i,-2,i,-3,-9,i,i,0.3,i
COc1ccc(Cc2nnc(NC(=O)c3ccc(OC)c(OC)c3)s2)cc1,i,2,i,16,i,-1,-13,i,i,1.0,i
c1ccc(Cc2noc(CN3CCC(CN4CCOCC4)CC3)n2)cc1,i,5,i,17,i,2,-32,i,i,-0.1,i
CCOc1ccc(NC(=O)CC2C(=O)N(c3ccc(OC)cc3)C(=O)N2Cc2ccc(OC)cc2)cc1 (stereo not drawn),i,-2,i,-7,i,-5,-12,i,i,0.2,i
CC(C)(C)c1nnc(NS(=O)(=O)c2ccc([N+](=O)[O-])cc2)s1,i,-3,i,-2,i,5,-51,i,i,1.2,i
Cc1nc(CN(C)C(=O)c2cc(COc3ccc4ncccc4c3)on2)cs1,i,6,i,16,i,-2,12,i,i,-0.2,i
